MsrA inh – bovine MsrA enzyme inhibitors, primary screen, biochemical, absorbance, HTS; inhibition, % at 15.5 µM; AID 651718, 2012; purified bovine MsrA, absorbance read-out; Methionine sulfoxide reductase A (Bos taurus); 360,000 tested, 0.75% active; in the data active means inhibition above about 4.5%;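 further: 0% = vehicle wells with enzyme and 100% = reference inhibitor wells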
An asterisk follows results filed as active.

For CCCCNC(=O)C[C@H]1C[C@@]2(C(=O)OC)C(=C[C@H](C(C)(C)C)O[C@@H]2C)N(CCC2=CCCCC2)C1=O the results were MsrA inh -0.2.
`CN(C)Cc1ccccc1` gave MsrA inh -0.2.
For CC(C)CN1CN(S(=O)(=O)c2cccs2)c2nc3ccccc3nc21 the results were MsrA inh 2.4.
For Cc1ccccc1C(=O)N[C@H](C(=O)N1CCC[C@H]1C(=O)NCCc1ccccc1Cl)c1ccccc1 the results were MsrA inh 0.2.
For C/C=C/C=C/C(=O)c1cc(C)c(OC(=O)CNC(=O)OC(C)(C)C)c(C)c1O the results were MsrA inh -0.4.
For COc1nc(N=C(N)N)nc2ccc(C)cc12 the results were MsrA inh 0.5.
CCN(CC)C(=O)[C@H]1C[C@@H]2[C@H](C[C@@H](c3ccccc3)[C@H]1C)N(c1ccc(F)cc1)C(=O)N2C/C=C(\C)CCC=C(C)C was read as MsrA inh 0.0.
For CCn1c(SCC(=O)Nc2cc(C)on2)nc2sc(C)c(C)c2c1=O the results were MsrA inh 0.9.
`Cc1ccc(NC(=O)OC[C@@H]2CSCCS(=O)(=O)N2)cc1` gave MsrA inh 2.0.
Screening COc1ccc2nc(NN=Cc3cccc(C)n3)cc(C)c2c1 returned MsrA inh 1.5.
`O=C(NCCN1C(=O)S/C(=C\c2cccs2)C1=O)[C@H](Cc1ccccc1)N1C(=O)c2ccccc2C1=O` gave MsrA inh 0.2.
Screening CCCc1nc2c(C)cc(Br)cn2c1Cc1ccccc1OC returned MsrA inh 0.6.
For Cc1ccc(-n2[nH]c(C)c(C=Nc3ccc(S(=O)(=O)N4CCOCC4)cc3)c2=O)c(C)c1 the results were MsrA inh 1.0.
O=C(Cc1ccc(-n2c(=O)c3ccccc3n(Cc3cccc([N+](=O)[O-])c3)c2=O)cc1)NCC1CCCO1 (stereo not given) was read as MsrA inh -0.2.
COC(=O)C1=C(C)N(Cc2ccc(C(F)(F)F)cc2)C(=NCc2ccc3c(c2)OCO3)NC1c1ccccc1C(F)(F)F (stereo not given) was read as MsrA inh -1.0.

Ordered by SMILES length (lowest first): some entries from above.
Screening COc1ccc2nc(NN=Cc3cccc(C)n3)cc(C)c2c1 returned MsrA inh 1.5.
`Cc1ccc(NC(=O)OC[C@@H]2CSCCS(=O)(=O)N2)cc1` gave MsrA inh 2.0.
For C/C=C/C=C/C(=O)c1cc(C)c(OC(=O)CNC(=O)OC(C)(C)C)c(C)c1O the results were MsrA inh -0.4.
For Cc1ccc(-n2[nH]c(C)c(C=Nc3ccc(S(=O)(=O)N4CCOCC4)cc3)c2=O)c(C)c1 the results were MsrA inh 1.0.
COC(=O)C1=C(C)N(Cc2ccc(C(F)(F)F)cc2)C(=NCc2ccc3c(c2)OCO3)NC1c1ccccc1C(F)(F)F (stereo not given) was read as MsrA inh -1.0.

(listing goes on)
For CCOc1cc(N2CCC(O)CC2)ccc1Nc1ncc2c(n1)N(C)c1ccccc1C(=O)N2C the results were MsrA inh 1.8.
Screening CN(C)CCCNS(=O)(=O)c1ccc(N2CCC(c3ccc(Cl)cc3)=N2)cc1 returned MsrA inh 1.6.
COc1ccc(CN2CCN(CCCc3ccccc3)CC2)c(OC)c1 was read as MsrA inh -0.5.
COc1ccc(CCN2CCC(CN3C(=S)NC[C@@H]3Cc3ccccc3)CC2)cc1OC was read as MsrA inh -0.7.
O=C(N[C@H](C(=O)N1CCC[C@H]1C(=O)NC1CCCC1)c1ccccc1)c1ccc(Cl)cc1Cl was read as MsrA inh -0.2.
`CC(=NNC(N)=O)c1ccc(Cl)c(-n2cccc2)c1` gave MsrA inh -0.3.
Screening O=C(NCC1CCN(C(=O)C(=O)c2cc3ccccc3o2)CC1)c1cc(C(F)(F)F)cc(C(F)(F)F)c1 returned MsrA inh 1.6.
C[C@@H]1ON(C)[C@H]2C[C@H]3c4[nH]c5cccc(Br)c5c4CCN3C(=O)[C@@H]12 was read as MsrA inh 0.1.
CN1CCCCC(NC(=O)c2ccc(Cl)cc2Cl)C1=O (stereo not given) was read as MsrA inh 0.6.
`Nc1ncnc2c1ncn2C1OC(CO)CC1O` (stereo not given) gave MsrA inh 1.5.
For COc1ccc(CN2C[C@@]3(O)CC[C@@H](O)[C@@H](OC)[C@@H]3[C@@](C)(O)[C@@H]2CC=C(C)C)cc1 the results were MsrA inh -0.3.
`Cn1nc(C(C)(C)C)cc1C(=O)NCC1CCN(C(=O)C(=O)c2cc3ccccc3o2)CC1` gave MsrA inh 1.3.
Screening COC(=O)C1=C(C)N(Cc2cccc(C(F)(F)F)c2)C(=NCc2ccc(C(F)(F)F)cc2)NC1c1ccccc1 (stereo not given) returned MsrA inh 1.8.
For COC(=O)c1ccccc1S(=O)(=O)NC(=O)[C@H]1O[C@@H](n2ccc(=O)[nH]c2=O)[C@H](O)[C@@H]1O the results were MsrA inh -1.1.
`CN1CCN(CC(=O)Nc2ccc(OCc3ccccc3)cc2)CC1` gave MsrA inh 0.2.
Screening COC(=O)C1=C(C)N(Cc2ccccc2C(F)(F)F)C(=NCc2cc(OC)c(OC)c(OC)c2)NC1c1ccccc1 (stereo not given) returned MsrA inh -2.0.
COc1cccc(CNC(=O)[C@H]2CCCN2C(=O)[C@H]2CCCN2C(=O)c2cc(F)cc(F)c2)c1 was read as MsrA inh 0.8.
For C[n+]1cc2c3c(ccc2c2ccc4cc5c(cc4c21)OCO5)OCO3 the results were MsrA inh -0.2.
Screening CC(=O)N(C)C[C@@H]1Oc2cc(Br)ccc2S(=O)(=O)N([C@H](C)CO)C[C@@H]1C returned MsrA inh 0.7.
Screening CN(N=Cc1ccccc1O)C(=O)c1ccccc1N returned MsrA inh 1.1.
Screening CCCc1c(Cc2cccc(F)c2)ncn1CCc1ccccc1OC returned MsrA inh -0.4.
Fc1ccc(CN2CCN(c3ncc(Cc4ccccc4)cn3)CC2)c(Cl)c1 was read as MsrA inh -1.5.
Cc1cc2nc(-c3cccnc3SCC(=O)NC3CC3)[nH]c2cc1C was read as MsrA inh 0.2.
`C[C@H](CO)N1C[C@H](C)[C@H](CN(C)C(=O)Nc2cccc(F)c2)Oc2cc(Br)ccc2S1(=O)=O` gave MsrA inh -0.7.
Screening COC(=O)c1cc2c(c3c4cc(C)ccc4n(S(=O)(=O)c4ccc(OC)cc4)c13)C(=O)N(Cc1ccccc1OC)C2 returned MsrA inh 0.2.
O=C(NCc1ccccc1)[C@H]1CCCN1C(=O)[C@H]1CCCN1C(=O)c1cccs1 was read as MsrA inh 0.6.
COC(=O)[C@]12C[C@H](CC(=O)NCCCN3CCCC3=O)C(=O)N(Cc3ccc4c(c3)OCO4)C1=C[C@H](C(C)(C)C)O[C@@H]2C was read as MsrA inh -0.4.
For O=C1NC(Cc2ccccc2)c2nc3cc(F)ccc3c(=O)n2-c2ccccc21 (stereo not given) the results were MsrA inh 1.1.
C=CCN1[C@@H](C)[C@H](c2ccccc2)Oc2cccc(N3CCCC(C)C3)c2S1(=O)=O (stereo not given in full) was read as MsrA inh 0.6.
Screening CCOC(=O)C1=CCN(S(=O)(=O)c2cccc(Cl)c2)C1c1cccc(Br)c1 (stereo not given) returned MsrA inh 0.5.

Three consecutive records from above, quoted:
For O=C1NC(Cc2ccccc2)c2nc3cc(F)ccc3c(=O)n2-c2ccccc21 (stereo not given) the results were MsrA inh 1.1.
C=CCN1[C@@H](C)[C@H](c2ccccc2)Oc2cccc(N3CCCC(C)C3)c2S1(=O)=O (stereo not given in full) was read as MsrA inh 0.6.
Screening CCOC(=O)C1=CCN(S(=O)(=O)c2cccc(Cl)c2)C1c1cccc(Br)c1 (stereo not given) returned MsrA inh 0.5.

(further entries)
COc1ccccc1C(=O)N1CCN(C(=O)[C@@H](Cc2ccccc2)NC(=O)[C@H]2O[C@@H](n3cnc(C(N)=O)n3)[C@H](O)[C@@H]2O)CC1 was read as MsrA inh 0.8.
`Cc1ccccc1-c1ccc2c(c1)[C@@H]1C[C@H](N(C)C(=O)Nc3ccccc3)[C@H]([C@H](C)O)CN1CC2` gave MsrA inh 1.1.
Screening O=C(NCc1ccccc1)[C@@H]1CCCN1C(=O)[C@H]1CCCN1C(=O)C1CCCCC1 returned MsrA inh -0.6.
Screening CCCN(C(=O)C1CCCN(c2ncnc3c2nc2n3CCCCC2)C1)c1ccccc1C (stereo not given) returned MsrA inh 0.1.
`Nc1ccn([C@@H]2O[C@H](C(=O)N[C@H](Cc3ccccc3)C(=O)Nc3ccc4scnc4c3)[C@@H](O)[C@H]2O)c(=O)n1` gave MsrA inh 1.1.
For CCOC(=O)c1c(Nc2ccc(OC)cc2)n[nH]c1C the results were MsrA inh 1.1.
Screening COC(=O)[C@]12C[C@H](CC(=O)N3CCN(C(=O)C4CC4)CC3)C(=O)N(CCC3=CCCCC3)C1=C[C@H](C(C)(C)C)O[C@@H]2C returned MsrA inh -0.8.
COC(=O)C1=C(C)N(C)C(=NCC2CC2)NC1c1ccccc1 (stereo not given) was read as MsrA inh 1.3.
CN1OC[C@@H]2CN(C(=O)c3ccc([N+](=O)[O-])cc3)[C@H](c3ccccc3Br)C[C@@H]21 was read as MsrA inh 0.3.
CCN=C1NC(c2ccc(F)cc2)C(C(=O)OC)=C(C)N1Cc1ccccc1C(F)(F)F (stereo not given) was read as MsrA inh -1.1.
Screening Nc1[nH]c(C(=O)c2ccccc2)c(-c2ccc(Cl)cc2Cl)c1C(=O)c1ccc(Cl)cc1 returned MsrA inh 0.2.
For O=C(CN1N=C(c2ccccc2)CCC1=O)NCc1ccco1 the results were MsrA inh -0.5.
CCCc1ccc(-c2cc(NC(=O)Cc3c(C)[nH]c4ccccc34)ccc2N(C)c2cccnc2)cc1 was read as MsrA inh 0.9.
Screening CCOc1ccc(NC(=O)c2nn(-c3ccc(OC)cc3OC)c(=O)c3ccccc23)cc1 returned MsrA inh 1.6.
Screening O=C(N[C@H](C(=O)N1CCC[C@H]1C(=O)NCCc1ccccc1Cl)c1ccccc1)c1ccco1 returned MsrA inh 2.9.
COC(=O)[C@@H](Cc1ccccc1)NC(=O)[C@H]1O[C@@H](n2cnc3c(=O)[nH]c(N)nc32)[C@H](O)[C@@H]1O was read as MsrA inh -0.1.
For COc1ccc(CN=Nc2cc(C)nc(NS(=O)(=O)c3ccccc3Cl)n2)cc1 the results were MsrA inh 0.6.
Cc1cc(Br)c2nc(-c3ccc(F)cc3)c(Cc3cccc(Cl)c3)n2c1 was read as MsrA inh -0.4.
For O=S1(=O)CC(N2CCCC2)CN1Cc1cn(Cc2ccc(C(F)(F)F)cc2)nn1 (stereo not given) the results were MsrA inh -0.3.
O=S1(=O)CCSC[C@@H](CN2CCCC2)N1 was read as MsrA inh -0.2.
CO[C@@H]1[C@H](O)CC[C@]2(O)CN(c3ccccc3)[C@](C)([C@H](O)CC=C(C)C)[C@@H]12 was read as MsrA inh 0.2.
Screening C[C@@H]1CN([C@@H](C)CO)C(=O)CCCn2cc(nn2)CO[C@H]1CN(C)C(=O)Nc1cccc(F)c1 returned MsrA inh 0.6.
For CCOC(=O)[C@@H](C)N1[C@@H](C)[C@H](c2ccccc2)Oc2ccc(Cl)cc2S1(=O)=O the results were MsrA inh 0.5.
`COC(=O)C1=C(C)N(C)C(=NCc2cc(OC)c(OC)c(OC)c2)NC1c1cccc(Cl)c1` (stereo not given) gave MsrA inh -0.6.
`CC(C)(C)c1ccc(C#C[C@@H]2C=C[C@H]3OC(=O)CC/C=C/CCC(=O)OC[C@H]3O2)cc1` gave MsrA inh -0.3.
For CN(Cc1ccccc1)C(=O)c1ccc(NC(=O)Cc2ccc(NC(=O)C3CCN(C(=O)C4CC4)CC3)cc2)cc1 the results were MsrA inh 0.7.
`C[C@H]1CN(c2ccc(N3CCN(C(=O)OC(C)(C)C)C[C@@H]3C)cc2C#N)CCN1Cc1ccccc1` gave MsrA inh -0.3.
Screening Nc1nc(SCC(=O)NCCc2ccccc2)[nH]c(=O)c1-c1ccccc1 returned MsrA inh 1.9.
`CCOC(=O)C1=C(C(=O)OCC)C2N(Cc3ccc(C#N)cc3)c3ccccc3[C@@]23C[C@@H](C(=O)OC)N(S(=O)(=O)c2ccc(F)cc2)C3=N1` (stereo not given in full) gave MsrA inh 1.0.
For COC(=O)c1cc2c(c3c4ccccc4n(S(C)(=O)=O)c13)C(=O)N(Cc1ccccc1)C2 the results were MsrA inh 0.5.

Compounds from the list above with an aryl thioether with sulfur outside any ring, in the order listed:
For CCn1c(SCC(=O)Nc2cc(C)on2)nc2sc(C)c(C)c2c1=O the results were MsrA inh 0.9.
Cc1cc2nc(-c3cccnc3SCC(=O)NC3CC3)[nH]c2cc1C was read as MsrA inh 0.2.
Screening Nc1nc(SCC(=O)NCCc2ccccc2)[nH]c(=O)c1-c1ccccc1 returned MsrA inh 1.9.

More records
O=C(N[C@@H](Cc1cccnc1)C(=O)N1CCC[C@H]1C(=O)NCc1ccccc1)c1ccccc1 was read as MsrA inh -0.1.
Screening COc1cc(NC(=O)[C@@H](Cc2ccccc2)NC(=O)[C@H]2O[C@@H](n3ccc(N)nc3=O)[C@H](O)[C@@H]2O)cc(OC)c1OC returned MsrA inh -0.8.
CN[C@H]1C[C@@H](c2ccccc2Br)N(C(C)=O)C[C@H]1CO was read as MsrA inh 0.0.
O=C1NC(Cc2ccccc2)c2nc3ccccc3c(=O)n2-c2ccc(Cl)cc21 (stereo not given) was read as MsrA inh 0.4.
`O=C(N[C@H](C(=O)N1CCC[C@H]1C(=O)NCCc1ccccc1Cl)C1CCCCC1)c1ccccc1` gave MsrA inh 0.0.
For COc1cccc(C(CC2=CCCCC2)NC(=O)C(F)(F)F)c1 (stereo not given) the results were MsrA inh 0.0.
CCC(=O)Nc1ccc(C(=O)Cn2nc(C(=O)O)c3ccccc3c2=O)cc1 was read as MsrA inh 2.4.
For CCN(CC)C(=O)c1ncn2c1C(=O)N[C@H](C)C2 the results were MsrA inh 0.1.
Cc1cc2c(c(=O)o1)[C@@]1(C(=O)Nc3ccccc31)C1=C(CCCC1=O)O2 was read as MsrA inh 0.2.

Assay outcomes deposited in PubChem by The Scripps Research Institute Molecular Screening Center.

This is a subset (hit frequency here may not be typical).
